M. tuberculosis: growth inhibition of non-replicating M. tuberculosis (AID 488890) | actives 0.39% (n = 320,000) | Mycobacterium tuberculosis non-replicating, growth inhibition; higher % means a stronger effect | inhibition, % at 25 µM; hits with a dose series show IC50 in µM; in the data active means a potency from the dose series; inconclusive means inhibition mostly from about 82% at the one dose, without a potency; inactive means the rest, 99 in 100 with inhibition below about 76%;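 further: plate controls were DMSO cells for no effect and high antibiotic wells for full effect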
M. tuberculosis HTS: M. tuberculosis growth inhibition, HTS (AID 449762); M. tuberculosis H37Rv growth inhibition, 7H9 media; higher % means a stronger effect; inhibition, % at 25 µM, or IC50 in µM where a hit was titrated; actives 0.59% (n = 330,000); in the data active means a potency from the dose series; inconclusive means inhibition above about 70% without an active follow-up result;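 further: bacterial growth assessed after seven days of incubation; strong numbers were not always called active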
influenza NS1A: NS1A inhibition, H1N1 influenza, cell based functional assay (AID 504329) | actives 0.3% (n = 340,000) | NS1A functional cell-based assay, percent inhibition; higher % means a stronger effect | inhibition, % at 12.5 µM; hits with a dose series show IC50 in µM; in the data active means a potency from the dose series; inconclusive means inhibition above about 27% without an active follow-up result; further: strong numbers were not always called active
PhoP GFP inhibition: Inhibition of PhoP regulon, Salmonella typhi GFP reporter cells, confirmation, 4 h (AID 1850) | Salmonella Typhi PhoP-promoter GFP reporter, fluorescence, 4 h; higher % means a stronger effect | actives 0.33% (n = 310,000) | one-dose inhibition, % at 50 µM; IC50 in µM for titrated hits; in the data active means a potency from the dose series; inconclusive means inhibition mostly from about 25% at the one dose, without a potency; inactive means the rest, 99 in 100 with inhibition below about 19%;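 further: 0% = induced wells with vehicle and 100% = uninduced wells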
VEEV TC-83 Vero: inhibitors of VEEV TC-83 cytopathic effect, confirmation, Vero cells (AID 588727); inhibition, % at 20 µM; hits with a dose series show IC50 in µM; Vero cells, VEEV TC-83 cytopathic effect inhibition; higher % means a stronger effect; actives 0.13% (n = 350,000); in the data active means a potency from the dose series; inconclusive means inhibition mostly from about 14% at the one dose, without a potency; inactive means the rest, 99 in 100 with inhibition below about 12%; further: strong numbers were not always called active
VEEV TC-83 Vero 10K pilot screen: further read-out of VEEV TC-83 Vero, marked with its call; inhibition, %; measured here: 10K pilot screen inhibition
An asterisk follows results filed as active; i = inactive; ? = inconclusive; / = no result given.

The first 2 records (preview)
SMILES	M. tuberculosis	M. tuberculosis HTS	influenza NS1A	PhoP GFP inhibition	VEEV TC-83 Vero	others
COc1cccc(CN2CCNC(=O)C2CC(=O)NCCn2ccc3ccccc32)c1OC (stereo unspecified)	22%	8%	2%	-4%	2.0%
Cc1cccc(C)c1OCc1nc2ccccc2c(=O)n1/N=C/c1c[nH]c2ccccc12	-1%	-23%	2%	-1%	4.5%

This part in full, previewed entries included:
SMILES	M. tuberculosis	M. tuberculosis HTS	influenza NS1A	PhoP GFP inhibition	VEEV TC-83 Vero	others
COc1cccc(CN2CCNC(=O)C2CC(=O)NCCn2ccc3ccccc32)c1OC (stereo unspecified)	22%	8%	2%	-4%	2.0%
Cc1cccc(C)c1OCc1nc2ccccc2c(=O)n1/N=C/c1c[nH]c2ccccc12	-1%	-23%	2%	-1%	4.5%
CNc1ccccc1-n1ccc(-c2ccccc2)n1	16%	-7%	1%	-9%	0.1%
O=C(C1CCN(Cc2ccc(Cl)cc2)CC1)N1CCN(C(c2ccccc2)c2ccccc2)CC1	50%	?	13%	4%	i
CCN(C(=O)COC(=O)CNC(=O)c1ccc(F)cc1)C1CCS(=O)(=O)C1 (stereo unspecified)	8%	-1%	15%	8%	1.5%
CCOC(=O)C1C(=O)C=C(Nc2ccccc2F)CC1c1ccccc1 (stereo unspecified)	-21%	1%	0%	-7%	1.1%
CN(CC(=O)Nc1ccc(F)cc1)C(=O)c1ccc(OCc2cn3ccccc3n2)cc1	18%	0%	-62%	/	1.6%
COCCC(=O)Nc1ccc2c(c1)CN(C(=O)CCSC)CC2	2%	2%	-4%	2%	0.9%
CCCCn1c(N)c(N(CC)C(=O)CSCC(=O)Nc2ccc(OC)cc2)c(=O)[nH]c1=O	-3%	-2%	-5%	1%	0.2%
Cc1cc(C(=O)OCC(=O)NCc2ccco2)c(C)n1-c1ccc(F)cc1	27%	-6%	10%	-20%	11%
CCCCCCCCOc1ccc(C2CC(=O)NC2=O)cc1 (stereo unspecified)	68%	5%	-15%	-3%	0.7%
COc1cc(C2=NOC(C(=O)NC3CCCCC3)C2)cc(OC)c1OC (stereo unspecified)	-4%	-2%	-2%	9%	2.2%
Cc1cccc(-c2nc(=S)c3c(n2Cc2ccco2)CCCC3)c1	10%	5%	0%	-1%	i
O=C(c1ccccc1Br)N1CCc2c([nH]c3ccccc23)C1	7%	1%	2%	-11%	1.6%
CC(C)(C)OC(=O)NCCCCCNC(=O)c1nc[nH]c1C(=O)NCC(=O)OCc1ccccc1	75%	5%	8%	/	?
CCOc1ccccc1NC(=O)COC(=O)c1ccc2ccccc2n1	?	4%	7%	/	i
CCC(C#CCN1CCOCC1)(CC)OCCC#N	-11%	0%	-18%	8%	1.2%
COc1ccc(OC)c(CCNC(=O)CCn2ccc3cc(S(=O)(=O)N4CCCC4)ccc32)c1	67%	1%	2%	-3%	8.2%
CCOC(=O)C1CCN(C(=O)COc2ccc(N(C)S(=O)(=O)c3cccs3)cc2)CC1	-4%	5%	-16%	-5%	i
O=C(CSc1nnc(Nc2ccccc2F)s1)Nc1cccc(S(=O)(=O)N2CCCCC2)c1	6%	9%	8%	-5%	7.9%

Part of the list above in order of length of the SMILES, rising.
SMILES	M. tuberculosis	M. tuberculosis HTS	influenza NS1A	PhoP GFP inhibition	VEEV TC-83 Vero	others
Cc1cccc(-c2nc(=S)c3c(n2Cc2ccco2)CCCC3)c1	10%	5%	0%	-1%	i
CCOC(=O)C1C(=O)C=C(Nc2ccccc2F)CC1c1ccccc1 (stereo unspecified)	-21%	1%	0%	-7%	1.1%
Cc1cccc(C)c1OCc1nc2ccccc2c(=O)n1/N=C/c1c[nH]c2ccccc12	-1%	-23%	2%	-1%	4.5%
O=C(CSc1nnc(Nc2ccccc2F)s1)Nc1cccc(S(=O)(=O)N2CCCCC2)c1	6%	9%	8%	-5%	7.9%
COc1ccc(OC)c(CCNC(=O)CCn2ccc3cc(S(=O)(=O)N4CCCC4)ccc32)c1	67%	1%	2%	-3%	8.2%

Next part.
SMILES	M. tuberculosis	M. tuberculosis HTS	influenza NS1A	PhoP GFP inhibition	VEEV TC-83 Vero	others
CC(C)(C)NC(=O)CCc1ncc(C(F)(F)F)cc1Cl	-3%	6%	-10%	-3%	i	VEEV TC-83 Vero 10K pilot screen=0.0
O=C(O)c1cccc(S(=O)(=O)N(Cc2ccccc2)c2ccccc2)c1	9%	-5%	-4%	1%	0.1%
O=c1[nH]c(=O)n(CCC2=CCCCC2)c(O)c1C=NCCCn1ccnc1	14%	-2%	-11%	-18%	i
Fc1cccc(Nc2ncnc3[nH]ncc23)c1	-2%	-3%	-8%	8%	10%
Cc1nn(C)c(C)c1S(=O)(=O)N(CC(=O)Nc1ccc2c(c1)OCO2)c1ccc(C(C)C)cc1	/	-16%	4%	-1%	i
O=c1ccc(C(F)(F)F)cn1Cc1cc(=O)n2ccsc2n1	-4%	-7%	6%	9%	i
CCN(CC)C(=O)C(Cc1ccccc1)N1C(=O)c2ccccc2C1=O (stereo unspecified)	5%	-5%	-5%	-2%	0.1%
c1cc(-c2noc(CCC3CCCC3)n2)ccn1	46%	4%	1%	0%	0.1%
CSc1nc(C(=O)N2CCCC(Nc3ccc(C)c(C)c3)C2)cs1 (stereo unspecified)	36%	20%	0%	-14%	7.1%
CCN1CCN(CC(=O)c2c[nH]c3ccc(C)cc23)CC1	-16%	-11%	3%	-4%	1.8%
O=C(CN1CCN(c2ccccn2)CC1)Nc1ccc(OC(F)(F)F)cc1	26%	-2%	0%	2%	2.0%
COc1ccc(Cc2nnc(SCC(=O)Nc3cc(Cl)ccc3C)[nH]c2=O)cc1	21%	-11%	1%	4%	1.4%
CC(=O)Nc1cc(-c2nn(C)c(=O)c3ccccc23)ccc1N1CCOCC1	0%	-1%	2%	-6%	7.2%
O=C(Nc1cc(Cl)ccc1-n1cncn1)c1cncc(Br)c1	2%	3%	-2%	7%	i
COC(=O)c1sccc1NC(=O)c1ccco1	20%	/	7%	-18%	1.3%
CC(Oc1ccc(Cl)cc1)C(=O)/C=C/N(C)C (stereo unspecified)	-15%	-9%	-16%	-1%	1.7%
O=C(Nc1nccs1)c1ccc(N2C(=O)[C@@H]3[C@H](C2=O)[C@H]2C=C[C@@H]3C2)cc1	5%	4%	-36%	1%	3.0%
O=C1CCCN1C(=O)COc1ccccc1[N+](=O)[O-]	-11%	-8%	-2%	4%	i
c1ccc(SCCc2ccncc2)cc1	9%	-2%	-2%	3%	1.8%
OC1(c2ccc(Cl)cc2)CCN(Cc2c[nH]c3ccccc23)CC1	36%	10%	4%	69µM*	3.8%
CCOC(=O)C1CCN(C/C=C/c2ccccc2OC)CC1	-7%	0%	-4%	5%	i
O=C(CSc1nc2c(c(C(F)(F)F)n1)CCc1ccccc1-2)NCc1ccccc1	-12%	5%	-13%	6%	4.8%
Cc1sc2nc(C(C)C)oc(=O)c2c1C	25%	5%	-1%	13%	0.7%
N/C(=N/OC(=O)c1ccccc1Cl)c1nonc1N	26%	-3%	-8%	11%	4.2%
CC1=NCCc2c1[nH]c1ccccc21	19%	-18%	4%	6%	i
COc1cccc(NC(=O)c2ccc3c(c2)OCCO3)c1	/	/	14%	/	i
Cc1ccc(S(=O)(=O)N2CCC(C(=O)N[C@@H](C)C(=O)NCc3ccccc3)CC2)cc1	14%	4%	-4%	-5%	i
Cc1noc(C)c1CSc1nc2ccccc2c(=O)n1-c1ccc(Cl)cc1	38%	?	6%	1%	i
O=C(NCCCO)c1cc2c(cn1)[nH]c1ccccc12	6%	1%	-8%	3%	0.9%
CN1C(=O)[C@H]2[C@@H](/C=C/c3ccccc3)N3C(=O)CN(CCO)C(=O)[C@@]3(C)[C@H]2C1=O	0%	-6%	2%	-6%	0.1%
CC(C)CN(CC(C)C)S(=O)(=O)N1CCC(C(=O)NCc2ccc3c(c2)OCO3)CC1	8%	3%	-17%	8%	0.7%
Cc1ccc(NC(=O)c2cc(S(=O)(=O)N3CCCC3)cn2C)cc1C	21%	-3%	-1%	9%	0.6%
O=C(Nc1cccc(S(=O)(=O)NC2=NCCCCC2)c1)c1cc(-c2ccc(Cl)cc2)nc2ccccc12	-10%	6%	-7%	-2%	7.6%
O=C(Nc1ccc(Cl)cn1)c1ccc(Oc2ccccc2)cc1	66%	?	-6%	-1%	0.6%
O=C(NCCC(=O)N(CCc1ccccc1)Cc1ccccc1)c1ccccc1Cl	12%	3%	-9%	1%	9.9%
Clc1ccc(Cn2c(CN3CCCC3)nc3ccccc32)cc1	77%	?	/	2%	/
COc1ccc(C(=O)Nc2cccc(C(C)=O)c2)cc1S(=O)(=O)N1CCOCC1	-3%	-5%	-24%	-6%	0.2%	VEEV TC-83 Vero 10K pilot screen=1.7
CCn1c(SCC(=O)Nc2ccc3c(c2)OCO3)nc2c(c1=O)SC(C)C2 (stereo unspecified)	/	-4%	7%	-17%	1.6%
O=C(CCNS(=O)(=O)c1ccccc1C(F)(F)F)N1CCN(c2ccccc2O)CC1	-7%	4%	-10%	4%	5.7%
COc1ccc([C@H]2CC(=O)C=C(c3c(OC)cccc3OC)C2)cc1	27%	4%	4%	/	3.1%
COc1ccc(Cl)cc1N1C(=O)C2CCCN2C1c1sccc1C (stereo unspecified)	18%	2%	-1%	-5%	5.0%
CCc1c(C)n([O-])c2c([n+]1=O)CCC2	-3%	5%	7%	0%	2.1%
O=C(N1CCOCC1)N1CCN(c2ccccn2)CC1	3%	-2%	4%	-14%	0.8%
COC(=O)c1ccc2c(=O)n(-c3ccc(OC)cc3)c(=S)[nH]c2c1	-10%	4%	9%	3%	0.8%
CC(C)CCNC(=O)c1onc(CSc2ccncc2)c1C(=O)NCCC(C)C	8%	11%	6%	-9%	1.4%
O=C(O)CCN1CCc2ccccc2C1c1cccs1 (stereo unspecified)	-23%	-2%	-6%	8%	0.4%
COc1ccc(N(CC(=O)NCCSc2ccccc2)S(=O)(=O)c2ccccc2)c(OC)c1	11%	9%	8%	/	10%
Cc1ccc(-c2c[n+](CC(=O)Nc3ccccc3)c3n2CCC3)cc1	50%	3%	-16%	-26%	0.8%
COc1ccc(NC(=S)N=Nc2c(O)[nH]c3ccccc23)cc1	-17%	-4%	-22%	8%	2.3%
O=C(O)CCSCCCN1C(=O)c2cccc3cccc(c23)C1=O	-13%	5%	0%	-8%	1.0%
Other compounds
SMILES	M. tuberculosis	M. tuberculosis HTS	influenza NS1A	PhoP GFP inhibition	VEEV TC-83 Vero	others
CCOc1ccc(NC(=O)CCN2CCN(c3ccccc3F)CC2)cc1	23%	?	3%	-9%	i
CCCCn1c(N)c(N(CCOC)C(=O)c2ccc(C)c(S(=O)(=O)N3CCCCC3)c2)c(=O)[nH]c1=O	-3%	-4%	-2%	1%	1.3%
O=C(C1CCN(Cc2ccccc2)CC1)N1CCN(C/C=C/c2ccccc2)CC1	7%	-4%	7%	1%	i
Fc1ccc(NC(=S)NC23CN4CN(CN(C4)C2)C3)cc1	-2%	-1%	-4%	-7%	0.8%
COc1ccc(OCC(=O)Nc2ccc(C)c(S(=O)(=O)N(C)C)c2)cc1	32%	9%	/	-10%	i
Cc1ccc(NC(=O)Cc2csc(-c3ccccc3)n2)cc1F	54%	1%	-2%	1%	i
COc1ccc(C(CNC(=O)c2ccc(NS(=O)(=O)c3ccc(F)c(C)c3)cc2)N2CCCC2)cc1 (stereo unspecified)	/	/	-10%	/	1.2%
O=C(N/N=C1\C/C(=N\NC(=O)c2ccncc2)c2ccccc21)c1ccncc1	66%	?	1%	-7%	1.2%
CCCCn1nnnc1SCC(=O)N(CC)CC	-7%	-2%	1%	11%	2.6%
C=C1CCN([C@@H](Cc2ccccc2)C(=O)NCCCc2ccccc2)S(=O)(=O)c2ccccc21	24%	1%	5%	1%	6.8%
Cc1ccc(C(=O)Nc2sc(Cc3ccc4c(c3)OCO4)c(C)c2C(N)=O)cc1	20%	-4%	-7%	10%	0.5%
CC(C)[C@H](N[C@@H](C)c1ccccc1)c1c(O)ccc2ccccc12	52%	?	-9%	-18%	2.2%
COc1cc2ccccc2cc1C(=O)N1CCOCC1	-7%	-4%	0%	9%	0.3%
Cn1cccc1CC(=O)N/N=C/C=C/c1ccco1	2%	3%	-5%	11%	0.3%
CCC(C)n1nccc1NC(=O)C(C)Cl (stereo unspecified)	4%	0%	0%	4%	0.4%
O=C(C=Cc1ccc(Cl)s1)c1ccc(Cl)s1	/	/	-2%	/	i
O=C(Nc1ccc2c(c1)[nH]c(=O)c1ccccc12)C(F)(F)F	/	/	-21%	/	3.7%
O=C(CNC(=O)C12CC3CC(CC(C3)C1)C2)N1CCN(S(=O)(=O)c2cccs2)CC1	3%	0%	-15%	-10%	2.4%
COc1ccc(C2/C=C\CN(C(=O)Nc3ccccc3-c3ccccc3)CC(=O)N2Cc2ccc(F)cc2)cc1 (stereo unspecified)	42%	8%	4%	5%	i

Screens deposited in PubChem by Southern Research Specialized Biocontainment Screening Center.
